Compound activity from PubChem BioAssay.
LDHA block: qHTS assay for inhibitors of human lactate dehydrogenase; 480,000 tested, 0.15% active; purified LDHA, NADH/diaphorase-resazurin fluorescence; stronger effect = lower value; L-lactate dehydrogenase A chain (Homo sapiens), P00338; activity change, % (values are at about 110 or 230 µM); AID 1347041, 2019; in the data active means activity change below about -30%; inconclusive means mostly about -25% to -30%;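 further: plate controls were DMSO wells for no effect and wells without enzyme for full effect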
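Enzyme activity of human lactate dehydrogenase 5 (2 nM; 0.06 mM NADH, 0.2 mM pyruvate, 5 min, RT) is measured via a resazurin/diaphorase fluorescence readout of residual NADH.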
RGS4 inhibitor: Inhibitors of Regulator of G Protein Signaling (RGS) 4: qHTS. Regulator of G-protein signaling 4 (Homo sapiens), P49798. Transcreener GDP fluorescence polarization, RGS4-accelerated GTP hydrolysis. Potency, µM (highest dose often 114 µM), for the others: at the highest dose activity change, negative = inhibition, usual class: inhibitors. 390,000 tested, 0.039% active; further: potency means the concentration at half of the fitted maximal effect; on the % scale 0 is the no-effect control and ±100 the full control effect; nearly all actives have a fitted effect of over 75% in size; some results filed as inactive show a strong effect at the top dose
Target sequence (P49798 whole entry, looked up): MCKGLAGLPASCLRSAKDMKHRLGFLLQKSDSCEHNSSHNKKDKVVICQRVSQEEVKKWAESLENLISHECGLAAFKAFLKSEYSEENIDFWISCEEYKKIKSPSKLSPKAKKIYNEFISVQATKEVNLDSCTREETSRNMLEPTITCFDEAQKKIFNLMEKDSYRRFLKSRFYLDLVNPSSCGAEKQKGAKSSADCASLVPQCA
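MLSMR compounds (23 nl, pin-transferred) preincubated 10 min at room temperature with a 500nM (2x) first reagent, then RGS4 at 900nM (2x) plus Transcreener GDP mix added; fluorescence polarization (620/688 nm) read before and after 90 min at 30 °C.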
ALOX12 inh: Primary qHTS assay for inhibitors of human arachidonate 12S-lipoxygenase (ALOX12): Round 2 | Potency, µM (series often up to 108 µM), inactives show top-dose activity change, negative = inhibition, hits mostly inhibitors | purified 12hLO, xylenol orange hydroperoxide absorbance | AID 1671190, 2021 | Polyunsaturated fatty acid lipoxygenase ALOX12 (Homo sapiens), P18054 | 580,000 tested, 1.1% active; further: potency means the concentration at half of the fitted maximal effect; on the % scale 0 is the no-effect control and ±100 the full control effect
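Purified human 12hLO at 150 nM in 25 mM Hepes, 0.01% Triton X-100, pH 7.0, preincubated 15 min at room temperature with compound. Reaction started with 40 uM arachidonic acid, 30 min at room temperature. Hydroperoxide measured by Fe-xylenol orange, 573/405 nm absorbance ratio.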
ERG Ets-DNA blk: qHTS for Small Molecule Inhibitors of the ERG Ets/DNA interaction | Potency, µM (top dose mostly 76.9 µM), without a hit: at the top dose FP activity, negative = inhibition, usual class: inhibitors | AID 624246, 2012 | Transcriptional regulator ERG (Homo sapiens), P11308 | 370,000 tested, 0.028% active | fluorescence polarization, His-ERG Ets domain / labelled DNA; active means well fitted inhibition curve with a large enough effect in the polarisation, with a control signal flat; inconclusive means small, poorly fitted or top-dose-only effect, or effect the other way, or a change in a side signal; inactive means no such curve, though single readings can be large or run the other way; the % refers to the polarisation;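 further: polarization taken with two DNA probes labelled with fluorescein and Texas red; potency means the concentration at half of the fitted maximal effect; % of control where 0% means no effect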
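His-tagged ERG Ets domain (1 uM in the protein solution; 300mM KCl, 50mM Tris-HCl, 1mM EDTA, 1mM DTT, pH 7.5) received compound, then a probe mix of 5 nM fluorescein-DNA and 100nM Texas-615-DNA. Fluorescence polarization was read for both dyes.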
Anesthetic bind: qHTS Assay for Identification of Novel General Anesthetics; Ferritin light chain (Equus caballus), P02791; apoferritin/1-aminoanthracene competitive binding, fluorescence; Potency, µM (doses to about 77.5 µM), for inactives: at the highest dose activity change, negative = displacement, usual class: inhibitors; AID 485281, 2010; 350,000 tested, 0.074% active; further: potency means the concentration at half of the fitted maximal effect; on the % scale 0 is the no-effect control and ±100 the full control effect; nearly all actives have a fitted effect of over 20% in size
Target sequence (P02791 2-175 limits assumed): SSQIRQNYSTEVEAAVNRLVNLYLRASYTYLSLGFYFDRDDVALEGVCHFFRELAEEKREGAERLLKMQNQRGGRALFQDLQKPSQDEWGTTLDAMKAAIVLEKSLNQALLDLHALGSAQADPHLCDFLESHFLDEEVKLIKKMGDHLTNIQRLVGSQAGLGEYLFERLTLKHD
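10 uM apoferritin + 50% sat. 1-AMA, PBS; cpd 10 min RT; Ex380/Em535 endpoint; normalized to free probe vs complex; 4-param Hill fit; propofol titration as pos. ctrl.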
Pol beta inh: qHTS Assay for Inhibitors of DNA Polymerase Beta. P06746. Pol beta primer extension/strand displacement, fluorescence kinetic. Potency, µM (titrated, usually from 114 µM), for inactives: at the highest dose activity change, negative = inhibition, most hits filed as inhibitors. 340,000 tested, 1.3% active; further: potency means the concentration at half of the fitted maximal effect; on the % scale 0 is the no-effect control and ±100 the full control effect
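Enzyme-only controls used 10 nM Pol beta; buffer lacking enzyme served as negative control. Compound preincubated 15 min, then 50 nM substrate added; 0 and 10 min reads at room temperature.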
POLK inh: qHTS for Inhibitors of Polymerase Kappa; Potency, µM (highest dose often 107 µM), for inactives: at the top dose activity, negative = inhibition, actives largely listed as inhibitors; DNA polymerase kappa (Homo sapiens), Q9UBT6; purified Pol kappa, fluorescent DNA synthesis assay, 10 min; AID 588579, 2011; 400,000 tested, 0.53% active; further: potency means the concentration at half of the fitted maximal effect; on the % scale 0 is the no-effect control and ±100 the full control effect
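10 nM Pol kappa was preincubated with compounds for 15 min at room temperature. Reaction started with 50 nM (final) substrate. Fluorescence read kinetically at 0 and 10 min.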
Pol eta inh: qHTS for Inhibitors of Polymerase Eta. recombinant Pol eta, fluorescent DNA replication assay. Potency, µM (top dose mostly 114 µM), for inactives: at the highest dose activity change, negative = inhibition, hits mostly inhibitors. 390,000 tested, 1.2% active; further: potency means the concentration at half of the fitted maximal effect; on the % scale 0 is the no-effect control and ±100 the full control effect
Target sequence (Q9Y253 whole entry, looked up): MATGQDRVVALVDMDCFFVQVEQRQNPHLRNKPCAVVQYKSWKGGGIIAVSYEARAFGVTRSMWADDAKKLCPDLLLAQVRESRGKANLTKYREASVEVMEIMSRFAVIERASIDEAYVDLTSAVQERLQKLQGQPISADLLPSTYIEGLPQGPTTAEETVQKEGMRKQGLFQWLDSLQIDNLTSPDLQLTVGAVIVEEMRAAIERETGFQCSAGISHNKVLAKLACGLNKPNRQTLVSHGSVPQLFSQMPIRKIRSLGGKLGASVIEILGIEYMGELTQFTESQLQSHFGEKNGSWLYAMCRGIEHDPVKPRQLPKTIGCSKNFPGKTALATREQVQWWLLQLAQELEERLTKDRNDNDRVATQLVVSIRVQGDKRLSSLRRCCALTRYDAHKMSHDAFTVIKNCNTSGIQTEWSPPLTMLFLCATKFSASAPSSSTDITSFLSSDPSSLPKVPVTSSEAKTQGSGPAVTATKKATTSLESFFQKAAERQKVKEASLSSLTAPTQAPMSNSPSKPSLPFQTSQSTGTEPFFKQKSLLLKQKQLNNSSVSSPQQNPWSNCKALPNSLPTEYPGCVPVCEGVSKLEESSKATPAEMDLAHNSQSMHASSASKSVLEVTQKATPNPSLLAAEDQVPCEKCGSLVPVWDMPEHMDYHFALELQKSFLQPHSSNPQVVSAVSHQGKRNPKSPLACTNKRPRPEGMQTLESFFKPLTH
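Fluorescent replication assay: 50 nM final substrate added after a 15 min room-temperature compound preincubation with 10 nM enzyme. Signal taken at 0 min and again at 10 min.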
APEX1 inh: qHTS Assay for Inhibitors of the Human Apurinic/apyrimidinic Endonuclease 1 (APE1). DNA repair nuclease/redox regulator APEX1 (Homo sapiens), P27695. recombinant APE1, TAMRA/BHQ-2 abasic DNA cleavage fluorescence. Potency, µM (series often up to 65.8 µM), for inactives: at the top dose activity change, negative = inhibition, usual class: inhibitors. 350,000 tested, 0.35% active;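 further: potency means the concentration at half of the fitted maximal effect; plate controls were vehicle for no effect and reference inhibitor for full effect; nearly all actives have a fitted effect of over 55% in size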
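Activity was derived from the fluorescence gain between first and third kinetic reads (60 s intervals, ex 525/em 598 nm) after 50 nM THF-abasic TAMRA/BHQ-2 duplex was added to 0.75 nM APE1 preincubated 15 min with compound.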
Starred values were filed as active, the others as inactive; ? = inconclusive; / = not tested or not shown; & = joins results of further samples; [ ] = remark or other dose. Unless noted, the call rests on the fitted dose curve; in most records, active means well fitted curve in the direction sought with a large enough effect; inconclusive means small, poorly fitted or top-dose-only effect, or another doubt; inactive means no such curve, though single readings can be large; an effect the other way counts as inactive or inconclusive.

SMILES	LDHA block	RGS4 inhibitor	ALOX12 inh	ERG Ets-DNA blk	Anesthetic bind	Pol beta inh	POLK inh	Pol eta inh	APEX1 inh
Cc1cccc(N2CCN(C(=O)CNC(=O)c3cccc([N+](=O)[O-])c3)CC2)c1C	-3	-4%	0%	-5%	-8%	45%	-1%	-13%	-7%
CCOc1ccccc1NC(=O)N1CCC(NC(=O)c2cccc(C)c2)CC1	-3	-16%	?	-5%	-15%	3%	-5%	?	-3%
CC(C)=CC(=O)Oc1ccc(C(=O)N(C)c2ccccc2I)cc1	/	-13%	/	/	-17%	/	-3%	/	-4%
O=C(O)CN1C(=O)S/C(=C\c2ccc3c(c2)OCO3)C1=O	-2	-52%	?	-4%[15.4 µM]	/	/	4%	-22%	/
O=C(Nc1nnc(SCC(=O)N2CCCC2)s1)C1CC(=O)N(c2ccc(F)cc2)C1 (centres undefined)	4	-29%	?	11%	-6%	1%	-8%	?	59%[activator]
O=C(NC1CCCCC1)n1c(=O)oc2ccc(Cl)cc21	-5	-16%	-11%	-6%	-7%	-1%	6%	4%	2%
CC(C)c1ccc(C2C(C#N)=C(N)Oc3c2oc(CO)cc3=O)cc1 (centres undefined)	10&-3	-9%	-35%&10%	2%	-13%	-19%	-24%	2%	10%
O=C(NCc1ccccc1F)c1cc2ccccn2n1	-7	14%	-11%	4%	-1%	-17%	-7%	-23%	/
CCC1(c2ccccc2)NC(=O)N(CC(=O)NCC2COc3ccccc3O2)C1=O (centres undefined)	-4	-4%	-9%	-4%	/	/	-13%	-19%	-6%
CC(=O)Nc1nc(-c2ccc3c(c2)CCN3S(C)(=O)=O)cs1	1	4%	-16%	-2%	-13%	-15%	-24%	1%	12%
CCCCNc1c(-c2ccc(OC)c(SC3CCCCC3)c2)nc2ccc(Cl)cn12	3	-15%	?	9%	/	/	8%	-18%	34%
CN1CCN(CC(=O)N2c3ccccc3C(C)(c3ccccc3)CC2(C)C)CC1 (centres undefined)	0	-8%	/	-1%	-3%	0%	-6%	-21%	2%
CCC(c1nnc(SCC(=O)Nc2ccc(C(C)=O)cc2)n1C1CCCCC1)N(C)C (centres undefined)	-2	4%	-1%	14%	-11%	33%	6%	-7%	4%
Fc1ccc(/C=N/NC(=S)NCCc2ccccc2)cc1F	-7	-25%	-26%	6%	-12%	31%	-16%	-7%	0%[12.4 µM]
Nn1c(SCC(=O)NC2CCCc3ccccc32)nnc1C1CC1 (centres undefined)	-8	-11%	0%	-6%	/	/	-12%	-10%	-11%
CCNCCOC(c1ccccc1)c1ccccc1	1	-3%	-30%	-5%	1%	-2%	-11%	-2%	6%
N/C(CC(=O)Nc1ccc(F)cc1)=N\O	-10	13%	-15%	-2%	-2%	-13%[57.1 µM]	-4%	-15%	-1%
O=C(/C=C/c1ccco1)c1cccc([N+](=O)[O-])c1	8	-26%	25µM*	0%	/	/	?	20µM*	/
CCOc1ccc(CCNC(=O)CCc2c(C)nc3ncnn3c2C)cc1OCC	-2	7%	-16%	-7%	-13%	11%	-6%	-3%	8%
COc1ccccc1-c1nnc(NC(=O)c2ccc(S(=O)(=O)N3CCCC3)cc2)o1	4	8%	13%	0%	-7%	-1%	5%	-7%	57%[activator]
Cn1c(SCC(=O)NNC(=O)Cc2ccccc2)nnc1-c1ccc(Cl)cc1	-13	-22%	-16%	10%	1%	-16%	3%	4%	2%
COc1ccc(NC(=O)CN2C(=O)c3cccc4cccc2c34)cc1OC	-1	-20%	-3%	5%	?	4%	-21%	3%	1%
O=C1C(=O)c2ccccc2C(O)=C1CCCCl	17	-7%	/	-1%	-10%	30%	-9%	?	-4%
CCOC(=O)c1cnc2c(C)c(Cl)ccc2c1NCCCN1CCOCC1	-1	8%	45µM*	6%	-7%	1%	-9%	-15%	-24%
CC1(C)CC(=O)c2cc(C(=O)N3CCCC(C)(C)C3)c(=O)n(-c3ccccc3)c2C1	-6	-3%	3%	-2%	-10%	-11%	-4%	-2%	1%
Further records follow:
SMILES	LDHA block	RGS4 inhibitor	ALOX12 inh	ERG Ets-DNA blk	Anesthetic bind	Pol beta inh	POLK inh	Pol eta inh	APEX1 inh
O=C(Cc1cccs1)Nc1ccc(NC(=O)c2ccco2)cc1	-5	33%	0%	-2%	-5%	11%	-18%	-4%	-3%
O=C(Nc1nnc(C2CC2)s1)c1ccccn1	14	-17%	1%	2%	-7%	8%	-5%	-2%	1%
CCCn1c(N)c(N(CCOC)C(=O)CSc2ccccc2)c(=O)[nH]c1=O	-2	-10%	74%[activator]	3%	/	/	-18%	-3%	24%
O=C(Nc1cccc([N+](=O)[O-])c1)c1cccc(C(=O)Nc2cccc([N+](=O)[O-])c2)c1	-17	8%	-24%	-9%	-9%	1.1µM*	-9%	2%	?
O=C(CSc1ncccn1)Nc1ccc(Cl)c(S(=O)(=O)N2CCOCC2)c1	-3	-12%	-3%	4%	/	/	-2%	-11%	9%
O=C(COC(=O)c1cccs1)c1ccc2ccccc2c1	7	-10%	0%	1%	-10%	?	-5%	-3%	7%
O=C(CSc1ccc(-c2cccs2)nn1)Nc1cccc(F)c1	-7	-8%	-10%	3%	39%[activator]	-5%	-7%	-8%	/
Cc1ccc(C(=O)Nc2cccc(S(=O)(=O)N3CCCCC3)c2)cc1S(=O)(=O)N1CCOCC1	-3	-2%	-5%	-2%	/	/	-6%	-7%	/
CN(Cc1ccccc1)C(=O)CN1C(=O)c2ccccc2C1=O	-5	-9%	4%	-5%	-9%	17%	-12%	-13%	30%
O=C(NCC(=O)N(c1cccc(F)c1)C(C(=O)NC1CCCC1)c1ccco1)c1ccco1 (centres undefined)	-2	4%	5%	-2%	-1%	-6%	-1%	-19%	-3%
O=C(COc1ccc(F)cc1)Nc1ccc(S(=O)(=O)Nc2ncccn2)cc1	-8	14%	?	/	/	/	-18%	-6%	-6%
O=C(NCCCN1CCN(c2cccc(Cl)c2)CC1)c1cccc(N2CCCC2=O)c1	-1	-1%	-63%	-4%	-12%	-1%	-5%	-11%	4%
CCc1noc(C)c1C(=O)N1CCCC(CCC(=O)NCc2cccc(OC)c2)C1 (centres undefined)	-8	19%	-14%	5%	-4%	-1%	5%	-18%	0%
CC(=O)c1c(O)c2ccccc2n(Cc2ccccc2)c1=O	1	25%	1%	17%	-15%	2%	5%[60.1 µM]	-8%	-1%
COc1cc(NC(=O)C2CC2)c(C(=O)O)cc1OC	2	-20%	-1%	10%	-12%	12%	0%	-16%	2%
Cc1ccc(C)c(S(=O)(=O)N2CCN(C(=O)c3ccc4ccccc4n3)CC2)c1	-5	8%	27%	8%	/	/	-10%	-10%	4%
COc1ccc(NC(=O)CN(C)C(=O)c2cc(-c3cccs3)nn2-c2ccccc2)cc1	-2	-13%	-25%	-5%	/	/	2%	-17%	-7%
CC(=O)Nc1ccc(S(=O)(=O)Nc2nc3ccccc3nc2Nc2ccc(N)cc2)cc1	-1	-33%	0%	2%	0%	-27%	-30%	-8%	-4%
O=C(Nc1ccccc1)N1CCC(c2ccccc2)C1 (centres undefined)	-2	3%	2%	-1%	-13%	24%	-9%	-8%	-1%
Cc1cc(C)c(S(=O)(=O)N2CCN(C(=O)c3ccc4c(c3)OCO4)CC2)c(C)c1	1	-26%	1%	12%	3%	-6%	-8%	-28%	26%[12.4 µM]
O=C(NCc1ccco1)c1ccc2c(c1)C(=O)N(C1CCCCC1)C2=O	-3	12%	-6%	3%	?	-1%	-20%	1%	-6%
CCOC(=O)c1oc2ccccc2c1NC(=O)COc1ccc(F)cc1	-8	2%	16%	1%	-3%	17%	-5%	-5%	-5%
Cc1cccc(-n2nc(CC#N)c(C#N)c2N)c1	-1	6%	1%	1%	-21%	3%	-12%	-8%	0%
CC12c3ccccc3C(c3ccccc31)C1C(=O)N(Cc3cccnc3)C(=O)[C@H]12 (some centres undefined)	-1	5%	-5%	5%	-6%	-1%	-7%	-23%	2%
COc1ccccc1N1CCN(C2CCCN(C(=O)CCC(C)=O)C2)CC1 (centres undefined)	-1	8%	7%	-6%	3%	-14%	6%	-2%	19%
C[C@@H](C(=O)Nc1cccc(S(=O)(=O)N2CCOCC2)c1)N1C(=O)C2CC=CCC2C1=O (some centres undefined)	-6	2%	-6%	-2%	-12%	-4%	-11%	-7%	-3%

A section of the results above:
SMILES	LDHA block	RGS4 inhibitor	ALOX12 inh	ERG Ets-DNA blk	Anesthetic bind	Pol beta inh	POLK inh	Pol eta inh	APEX1 inh
Cc1cccc(N2CCN(C(=O)CNC(=O)c3cccc([N+](=O)[O-])c3)CC2)c1C	-3	-4%	0%	-5%	-8%	45%	-1%	-13%	-7%
CCOc1ccccc1NC(=O)N1CCC(NC(=O)c2cccc(C)c2)CC1	-3	-16%	?	-5%	-15%	3%	-5%	?	-3%
CC(C)=CC(=O)Oc1ccc(C(=O)N(C)c2ccccc2I)cc1	/	-13%	/	/	-17%	/	-3%	/	-4%

Only part of the results is shown; the hit share may differ from the screen's.
